PGC1a acetyl inh = lowers PGC1a acetylation signal in U2OS cells. inhibition, % at 15.6 µM. AID 651687. 0.17% of 350,000 active. AlphaScreen anti-acetyl-lysine; with virally co-expressed GCN5 acetyltransferase;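 active = every replicate shows inhibition of at least 40%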;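 note: 0% = neutral control wells and 100% = positive control wells; some results beyond the cut were filed as inactive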
RAD54 inh = RAD54 (human) branch migration inhibition; RAD54 Holliday junction branch migration, FAM/BHQ fluorescence; inhibition, % at 10.4 µM; 0.14% of 360,000 active; AID 602329;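 active = mean normalized replicate activity at least 40 and at least half of replicates scoring 40 or more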;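 note: 0% = median of neutral control wells and 100% = median of positive control wells; inhibitors cause a drop in the FAM fluorescence signal; in these data hits start at about 50%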
Target sequence (Q92698 whole entry, looked up): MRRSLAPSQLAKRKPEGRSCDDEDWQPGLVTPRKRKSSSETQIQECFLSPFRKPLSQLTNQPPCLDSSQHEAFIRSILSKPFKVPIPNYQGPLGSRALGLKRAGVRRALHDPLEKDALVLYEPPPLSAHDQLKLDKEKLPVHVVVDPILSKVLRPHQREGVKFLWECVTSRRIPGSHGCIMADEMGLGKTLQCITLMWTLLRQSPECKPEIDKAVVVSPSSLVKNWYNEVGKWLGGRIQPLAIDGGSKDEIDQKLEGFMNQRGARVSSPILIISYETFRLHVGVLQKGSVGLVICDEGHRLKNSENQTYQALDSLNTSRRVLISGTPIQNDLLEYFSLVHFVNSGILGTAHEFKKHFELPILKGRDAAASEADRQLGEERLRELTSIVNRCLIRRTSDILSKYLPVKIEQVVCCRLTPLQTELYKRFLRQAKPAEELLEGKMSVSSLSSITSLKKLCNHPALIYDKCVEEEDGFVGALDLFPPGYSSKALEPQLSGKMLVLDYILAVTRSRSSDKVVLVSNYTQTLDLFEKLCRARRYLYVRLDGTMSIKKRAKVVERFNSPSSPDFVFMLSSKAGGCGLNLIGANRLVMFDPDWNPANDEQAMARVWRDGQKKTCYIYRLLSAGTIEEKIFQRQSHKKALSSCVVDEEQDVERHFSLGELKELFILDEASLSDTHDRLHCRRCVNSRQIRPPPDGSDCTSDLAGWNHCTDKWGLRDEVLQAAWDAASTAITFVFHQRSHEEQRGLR
Cneo AK release = Cryptococcus neoformans lysis via adenylate kinase release; AID 651654; lysis activity, % at 15 µM; 0.2% of 360,000 active; C. neoformans lysis, adenylate kinase release luminescence, 4 h; normalised: neutral wells 0, clomiphene wells 100;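 active = mean lysis activity across replicates of at least 80%, whatever share of replicates individually reach that level; inactive = mean lysis activity below 80%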
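Material – Cryptococcus neoformans yeast cells · Quantity – 5 × 10^6 yeast cells/mL · Buffer or medium – YPD medium · Compound – single dose · Timing – 4 h static compound exposure, 37 °C, read 1 h post-reagent · Signal – adenylate kinase release luminescence · Read-out basis – lysis from increased AK signal · Benchmarks – Clomiphene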
RAD52 anneal inh = blocks human RAD52 DNA annealing; P43351; 0.46% of 360,000 active; inhibition, % at 18.7 µM; recombinant RAD52 DNA annealing, FRET fluorescence;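 active = every replicate showing at least 50% inhibition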
PglD inh = PglD (C. jejuni) enzyme inhibition. purified PglD enzyme, DTNB colorimetric CoA detection. 0.098% of 360,000 active. inhibition, % at 12.5 µM; in the data active = inhibition above about 16%, passing the limit was not always enough; note: strong numbers were not always called active
miR122 inh = miR-122 inhibition in Huh7 cells; 0.3% of 340,000 active; AID 602342; Huh7 miR-122 Renilla luciferase sensor, 48 h; neutral wells = 0, positive control = 100; activation (reporter increase), % at 12.5 µM;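 active = mean replicate activation score at least 90 and every replicate individually at or above 90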;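 note: higher luciferase means less miR-122 activity so hits act as miR-122 inhibitors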
E-selectin induc = E-selectin induction on HUVECs. 0.37% of 260,000 active. activation, % at 7.58 µM. HUVEC E-selectin immunofluorescence imaging; normalized: neutral wells 0, TNF-alpha wells 100. P16581;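 active = mean E-selectin-positive cell signal at least 10% of the positive control, reached in at least 60% of replicates, without over 20% cell loss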;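 note: in these data hits start at about 27%; measured in HUVEC primary endothelial cells; signal is the percent of cells scored E-selectin positive by PE staining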
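Test system – human umbilical vein endothelial cells (HUVEC), E-selectin induction · Input – 3,000 HUVEC seeded per well · Buffer or medium – EGM-2, gelatin · Compound dosing – single-point compound dose · Detection – immunofluorescence imaging · Measure – percent E-selectin-positive cells · Controls – TNF-alpha high, DMSO low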
ERAP1 HTS inh = blocks human ERAP1 aminopeptidase activity. Q9NZ08. recombinant ERAP1, Leu-AMC fluorescence, 60 min. inhibition, % at 10.7 µM. 0.15% of 340,000 active;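 active = mean replicate inhibition of at least 30%, or all replicates individually reaching that 30% level; inactive = mean below 30% and not every replicate reaching it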;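 note: 0% = neutral control wells and 100% = L-leucinethiol positive control wells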
* = called active by the depositor; x = not tested or not shown; & = joins results of further samples; [ ] = dose if it differs, or a comment.

SMILES	PGC1a acetyl inh	RAD54 inh	Cneo AK release	RAD52 anneal inh	PglD inh	miR122 inh	E-selectin induc	ERAP1 HTS inh
O=c1c2[nH]cnc2n(-c2ccccc2)c(=O)n1Cc1ccccc1	x	-1	-1	-7	-6	-2	-0.1	2
O=C(NC1CC1)c1ccc(F)cc1Cl	12	-3	-1	x	2	-2	x	x
Cc1ccc(NC(=O)C(Cc2ccccc2)NC(=O)c2ccco2)cc1 (stereo not drawn)	-4	7	-1	x	-3	-1	x	x
COc1cccc(NS(=O)(=O)c2ccc(NC(C)=O)cc2)c1	3	1	1	-13	9	4	x	-5
CN1[C@H](CO)[C@H]2c3ccccc3N(C(=O)Nc3ccccc3F)C[C@H]21	-4	1	1	-8	-1	-21[16.7 µM]	0.3	2
CCCCCc1ccc(-c2cn(Cc3ccc(C(=O)c4ccccc4)cc3)nn2)cc1	x	20	4	-11	2	31	x	3
CCO[C@H]1OC(C(=O)Nc2ccccc2)=C[C@@H](c2ccc(Br)cc2)[C@@H]1CCCO	0	-2&2	1&-1	14&-4	0&3	x	0.2	-2&-3
COc1ccc(COn2c(=O)c(C)[n+]([O-])c3ccccc32)cc1OC	-7	-16	1	x	6	-6	x	x
COc1ccc(CCN(C)C(=O)c2cccc(S(=O)(=O)NCc3ccccc3)c2)cc1OC	-4	2	-2	7	6	5	-0.2	2
COc1ccc(NC(=O)CSCC(=O)Oc2c(OC)cccc2OC)cc1	x	8	-3	6	0	-5	0.2	1
COc1cccc(CNc2ccc3c(c2)ncn3C(C)C)c1OC	5	-5	-3	-6	x	0	1.3	7
Cc1noc(C)c1C(=O)N(C)C[C@H]1OCc2ccccc2-c2c(n(C)c3ccccc23)C(=O)N([C@@H](C)CO)C[C@@H]1C	-8	6	-2	29	16	x	5.5	1
Cc1ccc(NC(=O)CSc2nnc(-c3cccnc3)n2-c2ccc(C)cc2)cc1	-24	1	0	x	-4	2	x	x
O=C(Nc1ccccc1)C1=C[C@@H](c2ccc(Br)cc2)C[C@@H](OCCCCO)O1	-6	-3	1	-70	-1	2	-0.1	-2
CCCCCc1ccc(CC(=O)N2CCOCC2)cc1	9	7	0	1	1	1	x	-1
COc1ccccc1C(=O)OCC(=O)Nc1cccc(S(=O)(=O)N2CCCC2)c1	-3	-5	7	2	-2	-5	x	2
CC(=O)Nc1cccc(C(=O)OCc2ccc(C(=O)Oc3ccc(Cl)cc3)cc2)c1	7	2	1	x	-5	-1	x	x
CC1(C(=O)NS(=O)(=O)c2cccc(F)c2)CCN1C(=O)CC1CCCC1 (stereo not drawn)	x	17	8	-13	0	x	-0.1	-2
CC(=O)Nc1ccc(S(=O)(=O)N(C)C2CCN(C)CC2)cc1	19	-9	4	-16	7	0	-0.2	1
COc1cccc(N2CCN(C(=O)c3cc4c(s3)-c3ccccc3OC4)CC2)c1	-2	-6	0	-10	-2	-13	0.0	2
Cc1ccccc1OC(C)C(=O)Nc1ccc2c(c1)OCO2 (stereo not drawn)	x	0	0	-4	-7	x	0.3	1
COc1ccc(CCc2cc(OC)c(OC)c(OC)c2)cc1	-14	x	x	-1	x	2	0.0	-3
CCCCCC(=O)Nc1cccc(C2=NOC3(C2)C[C@@H](C(N)=O)N(C(=O)c2ccc(Cl)cc2)C3)c1 (stereo partly drawn)	x	7	0	x	2	-13	-0.1	x
Cc1csc(NC(=O)c2ccc(S(=O)(=O)N3CCN(C)CC3)cc2)n1	-2	-17	8	-4	-5	-4	0.1	6
O=S(=O)(/C=C/c1cccc(Br)c1)N1CCOCC1	-6	1	-1	-19	-3	5	0.1	1
O=C(Nc1ccc2c(c1)OCO2)N[C@H]1CC[C@@H](CCNC(=O)C2CCCC2)O[C@@H]1CO	2	13	-4	6	8	-7[16.7 µM]	0.0	2
COc1ccccc1CCC(=O)Nc1cccc(S(=O)(=O)N2CCOCC2)c1	x	9	1	-6	0	5	0.0	-1
CC(C)c1cc(N=NC(N)=O)cc(C(C)C)c1O	-7	-1	-1	x	-1	2	x	x
Cc1cc(Br)ccc1NC(=O)CSCc1c(C)noc1C	1	0	0	-13	-4	-7	0.0	2
CN(Cc1ccccc1)Cc1nc2c(c(=O)n(C)c(=O)n2C)n1Cc1ccc(F)cc1	1	-4	1	x	-4	6	x	x
CN(C(=O)c1cc(C(=O)N(C)c2ccccc2)cc([N+](=O)[O-])c1)c1ccccc1	-18	6	1	-9	-2	-2	0.8	2
COc1cc(Cl)c(NS(=O)(=O)c2c(C(=O)N3CCCC3)c(C)n(C)c2C)c(OC)c1	4	-11	4	-3	-1	-3	x	-3
CC(O)(C#CCN1CCOCC1)c1ccccc1 (stereo not drawn)	34	-5	-1	x	-1	-4	-1.8	x
Cc1ccc2nc(-c3ccc(-c4ccccn4)s3)cn2c1	x	-1	-5	-23	-1	-3	0.3	-1
CCCCCCOc1ccc(C(CC(=O)O)C(N)=O)cc1 (stereo not drawn)	0	-9	-4	x	-7	-7	x	x
COc1cccc(C(=O)N2CCN(c3ncccn3)CC2)c1	-8	13	1	x	-2	2	x	x
N=c1n(CCCOc2ccc(Br)cc2)c2ccccc2n1CC(N)=O	-2	2	-2	6	2	2	-0.4	0
COCCCN(C(=O)CCOc1ccccc1C)c1c(N)n(Cc2ccccc2)c(=O)[nH]c1=O	x	-3	3	-18	-2	-3	-0.4	3
CCC(=O)Nc1ccc2c(c1)C(=O)N(C)C[C@@H](OC)[C@@H](C)CN(Cc1ccccc1)[C@H](C)CO2	0	-2	1	4	-1	-2[16.7 µM]	0.3	-1
CC(=O)c1ccc2c(c1)N(Cc1ccccc1)C(=O)C(C)S2 (stereo not drawn)	-10	4	2	-23	-3	8	-0.1	2
O=C1NC(=Nc2ccc(Cl)cc2)/C(=C/c2ccco2)S1	6	x	x	-21	x	18	0.4	6
CCOC(=O)C1CCN(C(=O)CN2C(=O)C(CC)Oc3ccccc32)CC1 (stereo not drawn)	x	10	2	-9	-3	-6	x	-1
O=C(NCC1CCCCC1)[C@@H]1[C@@H](CO)[C@@H]2Cn3c(ccc(-c4ccccc4)c3=O)[C@H]1N2	-8	5	-3	-7	4	-3[16.7 µM]	0.0	0
C=CCSc1nnc2nc3[nH]c4c(C)cccc4c3nn12	-1	-2	15	x	-3	-2	x	x
Cc1sc2ncn(CC(=O)NCCCN3CCC(C)CC3)c(=O)c2c1S(=O)(=O)N1CCC(C)CC1	x	2	2	-2	4	x	x	-1
COc1ccc(-c2coc3c(C(=O)Nc4cccc(NS(C)(=O)=O)c4)cccc23)c(C)c1	-2	-9	2	-11	-8	-2	0.1	-2
O=C(Nc1ccc(F)c(Cl)c1)[C@@H]1O[C@H](CO)[C@H](O)[C@H](O)[C@H]1O	15	-1	1	-6	-16	-1	-0.1	5
CO[C@@H]1CN(C)C(=O)c2cc(NC(=O)NC3CCCCC3)ccc2OC[C@H](C)N(CCc2ccccc2)C[C@H]1C	3	-1	1	5	-1	x	0.1	2
COc1ccc(C)cc1NC(=O)C(OC(=O)c1cc(C)oc1C)c1ccccc1 (stereo not drawn)	-1	7	2	x	3	4	0.1	x
Cn1c(CN2CCOCC2)nnc1SCC(=O)Nc1nccs1	2	-14	-1	x	1	1	x	x

Next part:
SMILES	PGC1a acetyl inh	RAD54 inh	Cneo AK release	RAD52 anneal inh	PglD inh	miR122 inh	E-selectin induc	ERAP1 HTS inh
CC(C)(C)C(=O)NC1(C(F)(F)F)N=C2SCCN2C1=O (stereo not drawn)	1	-13	-16	x	2	-6	x	x
CC1CCCCC12NC(=O)N(CC(=O)NC(=O)Nc1ccc3c(c1)OCCO3)C2=O (stereo not drawn)	-15	-1	-3	x	0	-5	x	x
O=S(=O)(c1ccc(F)cc1)N1CCCCN2[C@H](CO)[C@H](c3ccc(C4=CCCCC4)cc3)[C@H]2C1	-18	-3	57	3	-3	7[16.7 µM]	-0.6	-2
COc1ccc(CNC2CC(=O)N(C)C2=O)cc1 (stereo not drawn)	-2	-4	2	x	-3	-4	x	x
O=C(Nc1nc2c(F)cc(F)cc2s1)C1CC(=O)N(Cc2ccco2)C1 (stereo not drawn)	-1	8	4	4	-6	5	x	1
C[C@@H]1CN([C@@H](C)CO)C(=O)CCCn2cc(nn2)CO[C@H]1CN(C)C(=O)c1ccccc1	4&13	-7&-1	1&10	1&4&-3	5&0	-1&-8[16.7 µM]	-0.1&0.2	2&1&0
CCCCn1c(SCC(=O)NCc2ccco2)nnc1-c1ccco1	13	-3	1	x	0	-4	x	x
CCc1ccccc1NC(=O)CNC(=O)CNC(=O)c1cccs1	-1	-8	-1	-3	7	0	x	0
Cc1ccc(NC(=O)CN(c2ccccc2F)S(C)(=O)=O)cc1	-9	-3	1	-7	0	1	x	7
O=C(CCN1C(=O)c2ccccc2C1=O)Nc1ccccn1	-2	4	0	x	-1	-4	x	x
COc1ccc(N2CCN(C(=O)c3ccncc3)CC2)cc1	-4	1	1	x	5	5	x	x
CCc1ccc(-c2cc(C)no2)cc1S(=O)(=O)NCCc1ccc(OC)c(OC)c1	7	x	x	-6	x	132*	x	-2

Twelve of the compounds above, bar-delimited:
smiles | PGC1a acetyl inh | RAD54 inh | Cneo AK release | RAD52 anneal inh | PglD inh | miR122 inh | E-selectin induc | ERAP1 HTS inh
CC(C)(C)C(=O)NC1(C(F)(F)F)N=C2SCCN2C1=O (stereo not drawn) | 1 | -13 | -16 | x | 2 | -6 | x | x
CC1CCCCC12NC(=O)N(CC(=O)NC(=O)Nc1ccc3c(c1)OCCO3)C2=O (stereo not drawn) | -15 | -1 | -3 | x | 0 | -5 | x | x
O=S(=O)(c1ccc(F)cc1)N1CCCCN2[C@H](CO)[C@H](c3ccc(C4=CCCCC4)cc3)[C@H]2C1 | -18 | -3 | 57 | 3 | -3 | 7[16.7 µM] | -0.6 | -2
COc1ccc(CNC2CC(=O)N(C)C2=O)cc1 (stereo not drawn) | -2 | -4 | 2 | x | -3 | -4 | x | x
O=C(Nc1nc2c(F)cc(F)cc2s1)C1CC(=O)N(Cc2ccco2)C1 (stereo not drawn) | -1 | 8 | 4 | 4 | -6 | 5 | x | 1
C[C@@H]1CN([C@@H](C)CO)C(=O)CCCn2cc(nn2)CO[C@H]1CN(C)C(=O)c1ccccc1 | 4&13 | -7&-1 | 1&10 | 1&4&-3 | 5&0 | -1&-8[16.7 µM] | -0.1&0.2 | 2&1&0
CCCCn1c(SCC(=O)NCc2ccco2)nnc1-c1ccco1 | 13 | -3 | 1 | x | 0 | -4 | x | x
CCc1ccccc1NC(=O)CNC(=O)CNC(=O)c1cccs1 | -1 | -8 | -1 | -3 | 7 | 0 | x | 0
Cc1ccc(NC(=O)CN(c2ccccc2F)S(C)(=O)=O)cc1 | -9 | -3 | 1 | -7 | 0 | 1 | x | 7
O=C(CCN1C(=O)c2ccccc2C1=O)Nc1ccccn1 | -2 | 4 | 0 | x | -1 | -4 | x | x
COc1ccc(N2CCN(C(=O)c3ccncc3)CC2)cc1 | -4 | 1 | 1 | x | 5 | 5 | x | x
CCc1ccc(-c2cc(C)no2)cc1S(=O)(=O)NCCc1ccc(OC)c(OC)c1 | 7 | x | x | -6 | x | 132* | x | -2
